Compound activity (PubChem)
TPT1 inhibitor: C. albicans TPT1 enzyme inhibition | recombinant caTPT1, FP RNA substrate dephosphorylation | 0.81% of 300,000 active | AID 1962 | inhibition, % at 5 µM;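 active means inhibition above the mean of all tested compounds plus 3 SD, set per screening campaign, cut at about 24% in these data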;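 further: plate controls were DMSO alone for no effect and ferristatin control at 100 nM for full effect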
PREPL inh: human PREPL enzyme inhibition; 0.68% of 320,000 active; AID 2751; Q4J6C6; recombinant PREPL, fluorescence polarization activity-based probe; inhibition, % at 5.96 µM; in the data active means inhibition above about 43%;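 further: 0% = enzyme with DMSO and 100% = wells lacking enzyme; many of its hits are not listed in these tables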
ZTA counter: counter-screen for EBNA-1 inhibitors: inhibitors of Epstein-Barr virus ZTA. 0.15% of 320,000 active. P03206. ZTA-DNA binding, fluorescence polarization. inhibition, % at 11 µM; in the data active means inhibition above about 33%
Target sequence (P03206 whole entry, looked up): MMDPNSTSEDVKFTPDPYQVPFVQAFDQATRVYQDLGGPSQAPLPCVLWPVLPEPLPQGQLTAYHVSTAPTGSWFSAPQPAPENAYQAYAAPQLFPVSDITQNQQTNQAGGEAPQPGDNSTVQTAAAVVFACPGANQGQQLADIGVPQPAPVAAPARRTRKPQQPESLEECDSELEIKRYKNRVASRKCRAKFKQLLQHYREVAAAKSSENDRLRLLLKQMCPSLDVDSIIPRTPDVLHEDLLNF
EBNA-1 inh: blocks EBNA-1 binding to DNA | EBNA-1 DNA binding, fluorescence polarization | AID 1950 | 0.34% of 300,000 active | inhibition, % at 14.8 µM; in the data active means inhibition above about 28%
Fh CTSL1 inh: cathepsin L1 inhibition, PFM18AAP counter-screen; recombinant F. hepatica cathepsin L1, Z-Leu-Arg-MCA fluorescence; inhibition, % at 5.96 µM; 0.49% of 300,000 active; AID 1906;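 active means inhibition above the mean of all tested compounds plus 3 SD, set per screening campaign, cut at about 17% in these data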;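 further: 0% = plate median of test compound wells and 100% = 1 µM Z-Phe-Ala-diazomethylketone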
PP1 inh: counter-screen for PP5 inhibitors: inhibitors of human PP1-alpha. P62136. purified PP1alpha, OMFP fluorescence. inhibition, % at 6.7 µM. 0.9% of 320,000 active. AID 2235;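 active means inhibition above the mean inhibition of all tested compounds plus 3 SD, computed separately for each screening campaign, cut at about 15% in these data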
Target sequence (P62136 whole entry, looked up): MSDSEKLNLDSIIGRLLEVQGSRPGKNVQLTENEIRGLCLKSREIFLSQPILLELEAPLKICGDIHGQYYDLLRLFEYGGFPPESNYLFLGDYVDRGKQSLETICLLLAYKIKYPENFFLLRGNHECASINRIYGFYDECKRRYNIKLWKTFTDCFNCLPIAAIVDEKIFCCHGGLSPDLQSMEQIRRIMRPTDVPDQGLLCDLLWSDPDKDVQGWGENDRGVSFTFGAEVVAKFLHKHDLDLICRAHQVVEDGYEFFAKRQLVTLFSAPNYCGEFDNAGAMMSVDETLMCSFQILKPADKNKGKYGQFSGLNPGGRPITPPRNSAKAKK
Efflux pump inh: antifungal efflux pump inhibition, Nile Red retention; S. cerevisiae Candida pump triplex; 0.44% of 330,000 active; AID 485275; inhibition, % at 10 µM;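 active means plate passing quality check with inhibition over a set limit, or well fluorescence over plate mean plus 4 SD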;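 further: Nile Red retained in pooled yeast measured as flow cytometry median fluorescence; 0% = buffer negative control and 100% = Enniatin B positive control; higher means more Nile Red kept so more efflux inhibition; some compounds called inactive have numbers as strong as hits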
PP5 inh: inhibitors of human protein phosphatase 5 (PP5); P53041; purified PP5c, OMFP substrate fluorescence; inhibition, % at 6.7 µM; 0.18% of 320,000 active; AID 1987;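 active means inhibition above the campaign's mean inhibition across all tested compounds plus 3 SD, cut at about 9.5% in these data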;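 further: 0% = DMSO only and 100% = 100 µM cantharidin control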
Target sequence (P53041 whole entry, looked up): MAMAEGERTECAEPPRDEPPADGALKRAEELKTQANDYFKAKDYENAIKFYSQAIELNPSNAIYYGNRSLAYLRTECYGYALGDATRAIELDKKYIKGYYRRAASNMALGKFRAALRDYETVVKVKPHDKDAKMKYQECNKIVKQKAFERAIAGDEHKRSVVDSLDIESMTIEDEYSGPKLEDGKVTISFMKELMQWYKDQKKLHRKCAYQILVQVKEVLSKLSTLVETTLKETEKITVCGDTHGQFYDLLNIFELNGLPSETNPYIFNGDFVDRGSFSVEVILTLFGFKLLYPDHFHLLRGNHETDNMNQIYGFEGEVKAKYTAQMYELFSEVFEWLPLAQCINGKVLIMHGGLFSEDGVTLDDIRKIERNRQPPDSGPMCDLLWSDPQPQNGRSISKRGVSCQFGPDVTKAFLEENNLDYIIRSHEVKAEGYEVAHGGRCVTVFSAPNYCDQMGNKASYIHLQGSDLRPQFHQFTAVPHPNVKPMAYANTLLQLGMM
core dimer inh: HCV core protein dimerization inhibition. 0.33% of 300,000 active. TR-FRET GST/Flag-core106 dimerization, 1536-well. inhibition, % at 5 µM. AID 1899;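 active means inhibition above the mean of all tested compounds plus 3 SD, set per screening campaign, cut at about 45% in these data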
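assay system = GST-tagged and Flag-tagged HCV core protein residues 1-106 | controls = unlabelled core106 and no-GST-core106 wells | incubation = compound-protein-antibody incubation 4 h at 22.5 °C | probe or stimulus = Eu donor and XL665 acceptor anti-tag antibodies | read-out = % inhibition based on acceptor/donor emission ratio | signal = TR-FRET 671 and 617 nm emission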
An asterisk follows results filed as active. An excerpt. The share of hits here may be higher or lower than overall.

CN(Cc1cccc(Cl)c1)C(=O)C1CSC2(C)CCC(=O)N12 (stereo not given) was read as TPT1 inhibitor -1, PREPL inh -6, ZTA counter 15, EBNA-1 inh -3, Fh CTSL1 inh -3, PP1 inh -5, Efflux pump inh 0.0, PP5 inh 0.1 and core dimer inh -3.
For CC1CCCC(NC(=O)COC(=O)[C@@H](NC(=O)c2ccco2)C(C)C)C1C (stereo not given in full) the results were TPT1 inhibitor 3, PREPL inh -11, ZTA counter 10, EBNA-1 inh 4, Fh CTSL1 inh -7, PP1 inh -1, Efflux pump inh -0.1, PP5 inh 1.1 and core dimer inh 10.
`Cc1c(C(=O)O/N=C(\N)c2ccccn2)cccc1[N+](=O)[O-]` gave TPT1 inhibitor 0, PREPL inh 12, ZTA counter 1, EBNA-1 inh -11, Fh CTSL1 inh -3, PP1 inh -10, Efflux pump inh 0.4, PP5 inh 0.4 and core dimer inh -5.
For CCCCCC(=O)Nc1ccc(-c2cn3cccnc3n2)cc1 the results were TPT1 inhibitor -2, PREPL inh 6, ZTA counter -3, EBNA-1 inh 2, Fh CTSL1 inh 6, PP1 inh 0, Efflux pump inh -0.1, PP5 inh -1.3 and core dimer inh 2.
For COc1ccc(OC)c(NC(=O)CSc2nc3[nH]c(=O)cc(O)c3s2)c1 the results were PREPL inh 22, ZTA counter -25, PP1 inh 8, Efflux pump inh -0.2 and PP5 inh -2.6.
Screening COC(=O)C(C)Sc1nc2c(cnn2-c2ccccc2)c(=O)[nH]1 (stereo not given) returned TPT1 inhibitor -5, PREPL inh -3, ZTA counter 8, EBNA-1 inh -4, Fh CTSL1 inh 10, PP1 inh -2, Efflux pump inh -0.1, PP5 inh 2.7 and core dimer inh -23.
For O=C(C1=C(O)C(=O)N(CCN2CCOCC2)C1c1ccncc1)c1ccco1 (stereo not given) the results were TPT1 inhibitor -7, PREPL inh 10, ZTA counter -3, EBNA-1 inh 4, Fh CTSL1 inh 4, PP1 inh 0, Efflux pump inh 0.0, PP5 inh -1.4 and core dimer inh 5.
For Cc1ccc(-c2cc(C(=O)NCc3ccco3)no2)cc1 the results were TPT1 inhibitor 4, PREPL inh -7, ZTA counter 7, EBNA-1 inh 1, Fh CTSL1 inh 3, PP1 inh 1, Efflux pump inh 0.0, PP5 inh 2.3 and core dimer inh -1.
For O=C(CCNC(=O)C1CCN(S(=O)(=O)c2ccc(F)cc2)CC1)Nc1nccs1 the results were TPT1 inhibitor -2, PREPL inh -2, ZTA counter 10, EBNA-1 inh 1, Fh CTSL1 inh -2, PP1 inh 0, Efflux pump inh -0.1, PP5 inh 1.7 and core dimer inh 7.
Screening CCCCCCC(=O)NNC(=O)c1c(O)c2ccccc2n(CC)c1=O returned TPT1 inhibitor -8, PREPL inh -1, ZTA counter 7, EBNA-1 inh 5, Fh CTSL1 inh -2, PP1 inh 1, Efflux pump inh -0.1, PP5 inh 0.1 and core dimer inh 6.
`O=C(NC1CCSC1=O)c1cccc(Cl)c1` (stereo not given) gave TPT1 inhibitor 31*, PREPL inh 5, ZTA counter -12, EBNA-1 inh -12, Fh CTSL1 inh 14, PP1 inh -8, Efflux pump inh -0.1, PP5 inh -6.7 and core dimer inh -7.
For COc1cc(C#N)c(NS(=O)(=O)c2ccc3[nH]c(=O)sc3c2)cc1OC the results were TPT1 inhibitor 1, PREPL inh -3, ZTA counter -8, EBNA-1 inh -4, Fh CTSL1 inh -1, PP1 inh 5, Efflux pump inh 0.1, PP5 inh -0.2 and core dimer inh -6.
`CCCCn1nc2cc(C(=O)NCc3ccc(OC)cc3)ccc2c1OCC` gave TPT1 inhibitor -1, PREPL inh 11, ZTA counter 4, EBNA-1 inh -7, Fh CTSL1 inh 0, PP1 inh 0, Efflux pump inh 0.1, PP5 inh 3.5 and core dimer inh 6.
For C#CC1(NC(=O)NC(C)C)CCCCC1 the results were TPT1 inhibitor -1, PREPL inh -7, ZTA counter -20, EBNA-1 inh -2, Fh CTSL1 inh -5, PP1 inh -5, Efflux pump inh 0.0, PP5 inh 0.8 and core dimer inh 1.
For COc1ccc(NS(=O)(=O)c2ccc(-c3coc(C)n3)cc2)cc1 the results were TPT1 inhibitor -4, PREPL inh 13, ZTA counter -7, EBNA-1 inh -14, Fh CTSL1 inh -4, PP1 inh -1, Efflux pump inh 0.1, PP5 inh -0.1 and core dimer inh 5.
Screening COC(=O)CCC/C=C1/SCC(NC(=O)c2ccccc2)/C1=N/O (stereo not given) returned TPT1 inhibitor -2, PREPL inh -12, ZTA counter 10, EBNA-1 inh -5, Fh CTSL1 inh 0, PP1 inh -3, Efflux pump inh 0.1, PP5 inh -0.7 and core dimer inh 18.
Screening O=C(N1CCOCC1)N(Cc1ccco1)CC1CCCO1 (stereo not given) returned TPT1 inhibitor -8, PREPL inh -5, ZTA counter 12, EBNA-1 inh 0, Fh CTSL1 inh -1, PP1 inh -4, Efflux pump inh -0.1, PP5 inh 2.5 and core dimer inh -3.
COc1cc(C(=O)OCC(=O)N(CC(C)C)C2CCS(=O)(=O)C2)cc(OC)c1C (stereo not given) was read as PREPL inh 15, ZTA counter 7, PP1 inh 2, Efflux pump inh 0.1 and PP5 inh -1.9.
For COc1ccccc1N1CCN(CCCCOc2c(OC)cccc2OC)CC1 the results were TPT1 inhibitor 0, PREPL inh -14, ZTA counter 7, EBNA-1 inh 7, Fh CTSL1 inh -1, PP1 inh 2, Efflux pump inh 0.2, PP5 inh 4.1 and core dimer inh -2.
Cc1ccc(NC(=O)CC2NCCN(Cc3ccccc3)C2=O)cc1 (stereo not given) was read as TPT1 inhibitor -3, PREPL inh 12, ZTA counter -10, EBNA-1 inh -4, Fh CTSL1 inh 8, PP1 inh -3, Efflux pump inh 0.0, PP5 inh 2.3 and core dimer inh -1.

3 entries already listed, arranged by count of non-hydrogen atoms, largest number first.
Screening COC(=O)C(C)Sc1nc2c(cnn2-c2ccccc2)c(=O)[nH]1 (stereo not given) returned TPT1 inhibitor -5, PREPL inh -3, ZTA counter 8, EBNA-1 inh -4, Fh CTSL1 inh 10, PP1 inh -2, Efflux pump inh -0.1, PP5 inh 2.7 and core dimer inh -23.
Screening O=C(N1CCOCC1)N(Cc1ccco1)CC1CCCO1 (stereo not given) returned TPT1 inhibitor -8, PREPL inh -5, ZTA counter 12, EBNA-1 inh 0, Fh CTSL1 inh -1, PP1 inh -4, Efflux pump inh -0.1, PP5 inh 2.5 and core dimer inh -3.
`O=C(NC1CCSC1=O)c1cccc(Cl)c1` (stereo not given) gave TPT1 inhibitor 31*, PREPL inh 5, ZTA counter -12, EBNA-1 inh -12, Fh CTSL1 inh 14, PP1 inh -8, Efflux pump inh -0.1, PP5 inh -6.7 and core dimer inh -7.

New compounds follow.
For CC(=O)Nc1cccc(C(=O)NCC2(N3CCCCC3)CCCCC2)c1 the results were TPT1 inhibitor -1, PREPL inh 11, ZTA counter -12, EBNA-1 inh 7, Fh CTSL1 inh 3, PP1 inh -2, Efflux pump inh -0.1, PP5 inh -0.5 and core dimer inh -6.
Screening Cc1ccc2[nH]c(=O)c(CN(Cc3cccs3)C(=S)NCc3ccco3)cc2c1 returned TPT1 inhibitor 0, PREPL inh 0, ZTA counter -10, EBNA-1 inh 8, Fh CTSL1 inh 2, PP1 inh 5, Efflux pump inh 0.0, PP5 inh -0.9 and core dimer inh 5.
CCOC(=O)c1c(C)[nH]c(C(=O)COC(=O)c2ccc(O)cc2)c1C was read as TPT1 inhibitor 2, PREPL inh -6, ZTA counter 6, EBNA-1 inh 2, Fh CTSL1 inh 0, PP1 inh -3, Efflux pump inh 0.1, PP5 inh 3.3 and core dimer inh -2.
For C[C@H](NC(=O)c1[nH]cnc1C(=O)Nc1cccc(Cl)c1)c1ccccc1 the results were PREPL inh -10, ZTA counter 14, PP1 inh 1, Efflux pump inh 0.2 and PP5 inh 1.2.
For Nc1nonc1-n1nnc(C(=O)c2ccccc2)c1-c1ccccc1 the results were TPT1 inhibitor -3, PREPL inh 7, ZTA counter -13, EBNA-1 inh 2, Fh CTSL1 inh -1, PP1 inh 2, Efflux pump inh -0.2, PP5 inh 1.2 and core dimer inh -2.
`Cc1c(C(=O)N(Cc2ccccc2)C(C)C)oc2ccc(S(=O)(=O)N3CCOCC3)cc12` gave TPT1 inhibitor -4, PREPL inh 7, ZTA counter 8, EBNA-1 inh 4, Fh CTSL1 inh 5, PP1 inh 4, Efflux pump inh 0.0, PP5 inh 1.1 and core dimer inh 8.
Screening CCOC(=O)C1=C(C)N(C)C(=S)N(C)C1c1ccc(OC)cc1 (stereo not given) returned TPT1 inhibitor -2, PREPL inh 3, ZTA counter -6, EBNA-1 inh -11, Fh CTSL1 inh -4, PP1 inh -2, Efflux pump inh 0.1, PP5 inh 0.0 and core dimer inh 0.
CC1(c2ccc(OC(F)F)cc2)NC(=O)N(CC(=O)Nc2cccc(S(N)(=O)=O)c2)C1=O (stereo not given) was read as TPT1 inhibitor 2, PREPL inh -9, ZTA counter 3, EBNA-1 inh 3, Fh CTSL1 inh -3, PP1 inh -2, Efflux pump inh 0.0, PP5 inh 0.3 and core dimer inh -1.
Cc1cc(C)n(-c2nc3c(c(=O)[nH]c(=O)n3C)n2Cc2ccc(F)cc2)n1 was read as TPT1 inhibitor -2, PREPL inh 5, ZTA counter 8, EBNA-1 inh 4, Fh CTSL1 inh 4, PP1 inh -1, Efflux pump inh -0.1, PP5 inh -2.2 and core dimer inh -2.
O=[N+]([O-])c1ccccc1-c1cc(-c2cc(Cl)ccc2O)n[nH]1 was read as TPT1 inhibitor -2, PREPL inh 4, ZTA counter -38, EBNA-1 inh 4, Fh CTSL1 inh 0, PP1 inh 12, Efflux pump inh -0.1, PP5 inh 6.1 and core dimer inh -7.
`COc1ccc(CCN(Cc2cc3ccc(C)cc3[nH]c2=O)C(C)=O)cc1OC` gave TPT1 inhibitor 1, PREPL inh 3, ZTA counter 7, EBNA-1 inh 5, Fh CTSL1 inh 3, PP1 inh -3, Efflux pump inh -0.1, PP5 inh -0.4 and core dimer inh -1.
`Fc1cccc(CNc2ncnc3cc(Cl)ccc23)c1F` gave TPT1 inhibitor -1, PREPL inh -4, ZTA counter 12, EBNA-1 inh 8, Fh CTSL1 inh 6, PP1 inh -1, Efflux pump inh 0.1, PP5 inh 0.1 and core dimer inh 6.
For CC1(C(=O)CSc2ncn[nH]2)CCC(=O)O1 (stereo not given) the results were TPT1 inhibitor 2, PREPL inh -10, ZTA counter -6, EBNA-1 inh 4, Fh CTSL1 inh 4, PP1 inh -4, Efflux pump inh 0.1, PP5 inh -2.3 and core dimer inh 1.
For CC12CCC(C(=O)Nc3cccc(NC(=O)C45CCC(C)(C(=O)O4)C5(C)C)n3)(OC1=O)C2(C)C the results were TPT1 inhibitor -2, PREPL inh 9, ZTA counter -11, EBNA-1 inh -2, Fh CTSL1 inh -2, PP1 inh 4, Efflux pump inh 0.0, PP5 inh 0.7 and core dimer inh -2.
Screening COc1ccc(C)c2sc(N(CCN(C)C)C(=O)c3ccc4ccccc4c3)nc12 returned TPT1 inhibitor 0, PREPL inh 20, ZTA counter -15, EBNA-1 inh 7, Fh CTSL1 inh 3, PP1 inh 2, Efflux pump inh -0.1, PP5 inh 2.0 and core dimer inh -9.
COc1ccc(S(=O)(=O)NCCc2nnc3ccc(SCC(=O)Nc4nc(C)cs4)nn23)cc1 was read as TPT1 inhibitor 3, PREPL inh -2, ZTA counter -12, EBNA-1 inh -9, Fh CTSL1 inh -5, PP1 inh -4, Efflux pump inh 0.7, PP5 inh -8.3 and core dimer inh -14.
CC1(C)C(=O)Nc2ccccc2N1C(=O)COC(=O)/C=C/c1ccc(OC(F)F)cc1 was read as TPT1 inhibitor 0, PREPL inh 7, ZTA counter 9, EBNA-1 inh 2, Fh CTSL1 inh 0, PP1 inh -5, Efflux pump inh 0.0, PP5 inh -0.3 and core dimer inh 7.
